# FN deposition inh: fibronectin deposition inhibition | inhibition, % at 12.6 µM | AID 743247 | AH1F fibroblasts, Alexa488-fibronectin deposition fluorescence, overnight | 0.086% of 350,000 active;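 active = mean inhibition across replicates of 30% or more, regardless of how many single replicates reach that level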;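 also: positive control wells lacked labelled fibronectin entirely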
#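 Material – AH1F fibroblast monolayer, labelled fibronectin deposition · Reagent – labelled fibronectin 24 nM · Timing – 1 h adhesion, overnight exposure · Measured by – fluorescence at 485 nm excitation, 525 nm emission · Read-out – inhibition of fibronectin deposition signal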
# Casp6 inh: caspase-6 (human) enzyme inhibition. P55212. AID 686996. inhibition, % at 12.5 µM. purified caspase-6, Z-VEID-R110 cleavage fluorescence. 0.53% of 350,000 active;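 active = mean inhibition across replicates at least about 35%, with every replicate also reaching that limit, limit read from the data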;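 also: 0% = median of neutral control wells and 100% = no fluorescence left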
# Target sequence (P55212 24-179 limits assumed): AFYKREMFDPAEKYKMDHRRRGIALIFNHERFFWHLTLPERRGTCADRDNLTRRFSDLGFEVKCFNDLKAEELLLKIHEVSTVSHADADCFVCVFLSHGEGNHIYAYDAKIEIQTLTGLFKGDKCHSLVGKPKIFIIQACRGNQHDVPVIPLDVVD
# Target sequence (P55212 194-293 limits assumed): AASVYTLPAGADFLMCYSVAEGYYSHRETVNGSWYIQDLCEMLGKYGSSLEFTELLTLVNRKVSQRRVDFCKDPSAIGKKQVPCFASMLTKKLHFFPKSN
# PAX8 reporter: lowers PAX8-driven luciferase in RMG-I cells; RMG-I TPO-luciferase reporter, SteadyGlo, 24 h; inhibition, % at 12.6 µM; AID 652154; 1.2% of 360,000 active;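 active = mean replicate inhibition at least 60% with every replicate also reaching 60%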;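 also: luciferase light reporting Pax8 driven TPO promoter activity; plate controls were median of neutral control wells for no effect and mitoxantrone controls for full effect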
# LGR2 antag: inhibitors of bursicon-induced Drosophila LGR2 receptor cAMP signaling. inhibition, % at 9.99 µM. AID 720647. 0.35% of 380,000 active. HEK293 LGR2, CRE-luciferase, bursicon-stimulated, 4 h;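 active = drop in luminescence signal, shown as inhibition above about 50% in the replicate tests, limit read from the data, passing the limit was not always enough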;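 also: agonist challenge used bursicon conditioned medium at about half maximal strength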
# PGC1a acetyl inh: PGC1a acetylation modulation, inhibitor mode. AID 651687. 0.17% of 350,000 active. U2OS PGC1a acetylation, AlphaScreen anti-acetyl-lysine; with virally co-expressed GCN5 acetyltransferase. inhibition, % at 15.6 µM;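 active = every replicate shows inhibition of at least 40%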;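 also: 0% = neutral control wells and 100% = positive control wells; some results beyond the cut were filed as inactive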
# EWS-Fli inh: EWS/Fli transcriptional activity inhibition. A673 NR0B1-luciferase reporter, viability-normalised. inhibition, % at 12.6 µM. 0.67% of 350,000 active. AID 651661;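 active = mean inhibition of at least 50% after viability correction, with every replicate also passing that limit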;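 also: firefly luciferase signal divided by Alamar Blue viability fluorescence both relative to DMSO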
# miR122 inh: inhibitors of miR-122 in Huh7 cells; Huh7 miR-122 Renilla luciferase sensor, 48 h; neutral wells = 0, positive control = 100; 0.3% of 340,000 active; activation (reporter increase), % at 12.5 µM;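 active = mean replicate activation score at least 90 and every replicate individually at or above 90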;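 also: higher luciferase means less miR-122 activity so hits act as miR-122 inhibitors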
# Cneo AK release: causes C. neoformans cell lysis. adenylate kinase release luminescence, 4 h; normalised: neutral wells 0, clomiphene wells 100. lysis activity, % at 15 µM. AID 651654. 0.2% of 360,000 active;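 active = mean lysis activity across replicates of at least 80%, whatever share of replicates individually reach that level; inactive = mean lysis activity below 80%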
#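 Signal: Adenylate kinase release luminescence | Assay system: Log-phase Cryptococcus neoformans yeast cells | Input: Cells at 5 × 10^6 per mL | Buffer or medium: Fresh YPD growth medium | Compound: Single dose | Schedule: Static 4 h at 37 °C with compound, 1 h detection | Controls: Clomiphene | Read-out: Luminescence rise reflecting yeast cell lysis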
# Numbers without * were called inactive; nt = no result given; & = joins results of further samples; [ ] = remark or other dose.
SMILES,FN deposition inh,Casp6 inh,PAX8 reporter,LGR2 antag,PGC1a acetyl inh,EWS-Fli inh,miR122 inh,Cneo AK release
Cn1c(CNC(=O)c2ccc3c(c2)OCO3)nnc1SCC(=O)Nc1ccccc1Cl,1.0,-0.8,-0.5,6.3,24.4,-2.0,-6.7,-0.1
COc1cc(OC)c(OC)cc1C=NCC1(c2ccccc2)CCCC1,nt,4.8,nt,10.8,-14.9,-4.4,-4.0,1.0
CCOc1ccc(C2NC(=O)NC(C)=C2C(=O)OCc2ccccc2)cc1 (configuration not stated),2.1,2.5,34.1,-9.3,nt,-1.7,nt,-1.1
COCCCNc1nc2ccccc2nc1NS(=O)(=O)c1ccccc1,-3.5,-0.1,-9.5,17.5,5.7,13.1,nt,nt
Cc1ccc(CN2CC(N3CCC[C@@H]3C)CS2(=O)=O)cc1 (some centres not stated),-1.5,-2.6,-20.3,-2.7,nt,-2.9,nt,nt
COc1cc2ccccc2cc1C(=O)N1CCCC(C(F)(F)F)C1 (configuration not stated),3.7,4.8,3.8,-36.7,1.5,2.0,19.1,2.8
Cc1cc(NC(=O)CSc2nc3c(C)c(C)ccc3cc2C)no1,2.5,-7.5,-6.7,8.5,nt,3.2,-3.1,1.4
Brc1ccc(Nc2ncnc3[nH]ncc23)cc1,-4.0,-1.0,-10.6,-8.8,8.9,-20.5,0.3,-0.5
C/C=C/c1ccc2c(c1)O[C@H](CN(C)C(=O)NCCC)[C@@H](C)CN([C@@H](C)CO)S2(=O)=O,nt,1.0,-22.3,-2.1,-7.6,-3.7,-8.1[16.7 µM],-1.4
CCC(OC(C)=O)c1cc2c(cc1[N+](=O)[O-])OCCO2 (configuration not stated),-4.3,-0.7,7.0,-5.0,6.6,9.9,-2.4,nt
O=C(Nc1nc(-c2cccnc2)cs1)c1cccc([N+](=O)[O-])c1,-2.7,-4.0,-19.1,-22.2,nt,-63.1,4.3,1.9
O=C(Nc1ccc(Oc2ccsc2C(=O)O)cc1)c1ccccc1F,5.2,11.4,18.1,3.6,0.2,-3.1,-6.9,0.7
CN(C)C(=O)C[C@H]1C=C[C@@H](NC(=O)C2CC2)[C@H](CO)O1,-0.8,0.5,nt,11.3,-3.6,1.7,nt,-1.2
COc1cc2[nH]c(Cl)c([N+](=O)[O-])c2cc1OC,1.5,48.6*,7.8,11.8,-5.6,-33.5,-29.6,-0.4
CNc1ncn(-c2c(C)cccc2C)c(=O)n1,-0.4,-4.3,3.1,2.1,nt,-0.9,nt,nt
CC(C)N1CCN(c2ccncc2S(=O)(=O)N2CCOCC2)CC1,nt,nt,nt,6.8,-2.9,nt,-3.1,0.4
CCOC(=O)C(=O)C1C(=O)Nc2ccccc21 (configuration not stated),0.6,3.3,7.8,-14.6,nt,16.8,nt,nt
C[C@H]1CN([C@@H](C)CO)C(=O)CCCn2cc(nn2)CO[C@@H]1CN(C)S(=O)(=O)c1ccc(Oc2ccccc2)nc1,-10.5&8.6,0.2&-1.9,6.1,13.4&-2.3,-9.8&5.5,-1.4&-9.9,-0.8,-0.1
CNC(=O)c1cc2ncc(C(F)(F)F)cc2s1,nt,-1.6,-3.1,-13.2,nt,-19.4,7.4,-0.8
CC1=C(C(=O)OC2CCC(C)CC2)C(c2ccc(O)c([N+](=O)[O-])c2)NC(=O)N1 (configuration not stated),-5.5,4.0,-28.9,3.9,-4.6,1.4,-7.8,-0.3
Cc1nc2sc3c(c2c(=O)n1N)CCC3,0.9,-1.5,4.9,13.3,2.7,15.1,nt,nt
COCCNC(=O)Cn1nc(-c2ccccc2)c2ccccc2c1=O,1.1,-1.4,1.3,15.1,7.0,-0.4,-0.6,0.7
CCCNC(=O)C[C@@H]1CC[C@H]2[C@H](COc3ccc(NC(=O)Cc4ccccc4)cc3C(=O)N2C)O1,-21.3,-5.0,13.6,-7.7,7.2,0.2,26.0[16.7 µM],-3.1
CCCCc1c(-c2ccccc2OC)ncn1Cc1ccc(-c2ccccc2)cc1,17.2,-3.5,23.0,41.2,nt,9.9,nt,nt
CCc1cc(C(=O)OC)c(NC(=O)CN2CCN(C(=O)C3CCCO3)CC2)s1 (configuration not stated),nt,1.7,3.8,-2.0,-0.2,nt,-2.8,0.1

# Further structures follow.
SMILES,FN deposition inh,Casp6 inh,PAX8 reporter,LGR2 antag,PGC1a acetyl inh,EWS-Fli inh,miR122 inh,Cneo AK release
CN(C)/C=C/C(=O)c1ccncc1,-7.2,1.9,1.5,1.2,0.7,-3.8,-1.3,1.8
COC(=O)c1ccc(C(NC(=O)OCc2ccccc2)/C(F)=C/[C@@H](C)C(=O)NCc2ccc(OC)c(OC)c2)cc1 (some centres not stated),-22.2,0.2,26.2,4.8,2.3,10.0,3.1,-7.0
COc1ccccc1C(=O)N/C(=C/c1ccc2c(c1)OCO2)C(=O)Nc1ccc(C(=O)O)cc1,5.7,-0.9,0.9,0.0,-0.6,-0.2,-0.5,3.8
Cc1ccc(NC(=O)CNC(=O)c2ccc(Oc3ccccc3)cc2)nc1,-5.8,-3.5,-4.7,8.9,nt,-5.3,-1.0,0.8
CC(C)CNS(=O)(=O)c1ccc(CCC(=O)NCc2ccc(Cl)cc2)cc1,-2.8,-1.2,-0.4,nt,7.0,15.9,15.1,-6.3
CCOC(=O)c1c(CS(=O)(=O)c2ccccc2)n(C)c2cc(Br)c(O)cc12,1.9,-3.6,13.0,nt,-20.5,7.2,0.5,-0.1
CCOC(=O)[C@@H]1[C@H]2COc3ccccc3[C@@H]2N2C(=O)N(c3cccc(C)c3)C(=O)[C@@]12C,-15.4,4.0,1.3,-3.0,-6.6,0.1,4.4,-3.1
Nc1nc(NCCCN2CCOCC2)nc(NCc2ccccc2)c1[N+](=O)[O-],-0.1,-1.2,26.6,1.0,10.1,6.9,-23.4,-0.8
COc1ccccc1NS(=O)(=O)c1ccc(C)c(NC(=O)c2ccc(S(=O)(=O)N3CCCCCC3)cc2)c1,9.8,2.0,52.4,-3.0,nt,15.6,55.4,2.6
Cc1ccc(N2C(=O)c3cccc4cccc(c34)C2=O)cc1,6.9,3.7,26.3,-19.3,-6.5,-1.5,2.0,-0.6
O=C(CCc1ccccc1)Nc1cccc(NC(=O)CCc2ccccc2)c1,nt,-3.7,nt,nt,-30.3,-3.4,1.1,-0.8
CC(C)CC(c1nnnn1C1CCCC1)N1CCC(C(N)=O)CC1 (configuration not stated),-4.0,-1.6,-1.3,nt,nt,4.1,nt,nt
Cc1ccccc1C(=O)NC1CCCCN(C)C1=O (configuration not stated),-3.6,0.9,-0.4,-10.2,nt,-7.3,nt,nt
Cc1cc(OCC(=O)Nc2ccc(CCO)cc2)c2c(C)c(C)c(=O)oc2c1,9.8,-1.3,-10.3,-23.5,2.6,nt,-8.6,-0.1
O=C(NC(=S)Nc1ccccc1N1CCOCC1)c1ccc(-c2ccccc2F)o1,-2.3,-3.9,15.7,1.8,-6.4,-2.4,1.0,0.3
O=C(C[C@H]1CC[C@H](NC(=O)Nc2cc(F)ccc2F)[C@@H](CO)O1)NCc1ccccn1,3.6,0.1,6.2,1.9,-9.4,-3.0,-6.1[16.7 µM],39.5
COCCNC(=O)C1CCCN(S(=O)(=O)c2cccc3nsnc23)C1 (configuration not stated),7.1,3.3,-8.3,0.5,nt,nt,-5.2,0.7
COc1ccc(S(=O)(=O)Nc2ccc3c(c2)C(=O)N([C@H](C)CO)C[C@H](C)[C@H](CN(C)S(=O)(=O)c2c(C)noc2C)O3)cc1,nt,-1.1,nt,-7.7,8.7,-0.1,23.3[16.7 µM],-4.6
COc1ccc(C(C)=O)cc1CSc1nnc(Nc2ccc(C)cc2)s1,-3.7,-0.2,28.8,nt,nt,2.7,24.0,1.1
CCOc1ccc(OCCCC(=O)Nc2nc3ccccc3[nH]2)cc1,8.3,-0.6,0.7,-5.3,-5.0,-8.6,-4.1,-3.0
CCN(CCO)Cc1csc2cc(C)ccc12,-2.2,1.9,3.5,-1.3,nt,10.9,nt,nt
CC(=O)Nc1ccc(NC(=O)COc2ccc(-c3ccc(C#N)cc3)cc2)cc1,-15.0,-4.9,1.7,-13.2,-6.6,-10.2,nt,-3.0
COCCNc1nc(C)c(C(C)=O)s1,-9.3,-0.7,-8.7,5.7,nt,-9.6,nt,nt
O=C(C[C@H]1CC[C@H](NS(=O)(=O)c2cccc(F)c2)[C@H](CO)O1)NCc1ccc2c(c1)OCO2,-2.4,24.4,-8.9,1.2,2.3,2.5,nt,-7.7
COc1ccc(C2=Cc3ccccc3C(CC(=O)C3CC3)N2c2ccc(-c3cc(OC)c(OC)c(OC)c3)cc2)cc1 (configuration not stated),nt,-0.5,9.6,-2.6,nt,1.9,nt,nt

# Part of the list above, with bars between the fields:
smiles | FN deposition inh | Casp6 inh | PAX8 reporter | LGR2 antag | PGC1a acetyl inh | EWS-Fli inh | miR122 inh | Cneo AK release
Cc1ccc(NC(=O)CNC(=O)c2ccc(Oc3ccccc3)cc2)nc1 | -5.8 | -3.5 | -4.7 | 8.9 | nt | -5.3 | -1.0 | 0.8
COC(=O)c1ccc(C(NC(=O)OCc2ccccc2)/C(F)=C/[C@@H](C)C(=O)NCc2ccc(OC)c(OC)c2)cc1 (some centres not stated) | -22.2 | 0.2 | 26.2 | 4.8 | 2.3 | 10.0 | 3.1 | -7.0
CN(C)/C=C/C(=O)c1ccncc1 | -7.2 | 1.9 | 1.5 | 1.2 | 0.7 | -3.8 | -1.3 | 1.8
O=C(CCc1ccccc1)Nc1cccc(NC(=O)CCc2ccccc2)c1 | nt | -3.7 | nt | nt | -30.3 | -3.4 | 1.1 | -0.8

# Later entries:
SMILES,FN deposition inh,Casp6 inh,PAX8 reporter,LGR2 antag,PGC1a acetyl inh,EWS-Fli inh,miR122 inh,Cneo AK release
N#Cc1ccccc1OCC(=O)OCC(=O)N1CCCC1,5.7,-1.5,-1.3,8.2,-12.8,9.8,-3.8,6.9
C[C@H](CO)N1C[C@H](C)[C@@H](CN(C)S(=O)(=O)c2ccc(F)cc2)Oc2c(NC(=O)C3CC3)cccc2C1=O,3.2,-1.3,1.3,4.8,0.2,8.7,8.7[16.7 µM],16.1
COc1cccc(-n2c(SCC(=O)NC3CCCC3)nnc2-c2ccco2)c1,7.8,nt,-1.1,nt,7.2,nt,-9.9,-3.4
Cc1c(C(=O)c2ccc(F)cc2F)c2ccccn2c1CCC#N,3.0,21.0,23.9,23.2,-12.0,6.8,-3.2,-1.6
CCn1c(=O)c(C(=O)Nc2ccccn2)c(O)c2ccccc21,10.1,-4.3,3.0,5.5,-1.8,2.3,nt,nt
Cc1ccc(CNC(=O)c2ccc(N3CCC4(CC3)CC(c3ccccc3)=NO4)c(NC(=O)c3ccc(Cl)c([N+](=O)[O-])c3)c2)cc1,2.8,1.8,-14.2,-16.8,nt,-2.7,-8.4,0.6
CCOc1cnc(-c2c(-c3c(F)cccc3Cl)noc2C)o1,5.1,2.5,-3.4,-22.8,-5.6,0.5,-4.0,-3.1
Cc1ccc2c(c1)N(C(C)C(=O)NCc1cccs1)C(=O)CO2 (configuration not stated),3.9,2.6,0.8,-5.2,0.6,-3.4,4.9,-1.1
Cc1ccc(/C=C(\NC(=O)c2ccccc2)C(=O)N2CCCC2C(=O)O)cc1 (configuration not stated),-3.6,1.4,6.8,8.5,4.5,10.7,nt,nt
NC(=O)[C@@H]1CCCN1Cc1c(C(=O)N2CCc3ccccc3C2)nc2ccc(Cl)cn12,0.4,1.6,2.0,-5.8,11.0,0.7,-2.2,5.7
CN(c1cccc(NC(=O)c2ccccc2N(C)S(C)(=O)=O)c1)S(C)(=O)=O,0.2,nt,11.3,nt,-6.4,nt,-1.0,-4.2
